Source: PubChem (several laboratories)
EphB4 antag: blocks human EphB4 binding to ephrin-B2; AID 720; 0.15% of 97,000 active; P54760; inhibition, % at 7 µM; EphB4 LBD / TNYL-RAW-Alexa532 peptide, fluorescence polarization;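 active = inhibition above the screen-wide mean inhibition plus 3 SD, cut at about 15% in these data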;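 also: 0% = DMSO wells and 100% = excess unlabeled TNYL-RAW peptide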
PLK1 PBD inh: Plk1 (human) PBD binding inhibition. P53350. Plk1 PBD phosphopeptide binding, fluorescence polarization. inhibition, %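 (tested at about 20 µM)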. 0.13% of 97,000 active. AID 693; in the data active = inhibition above about 34%, passing the limit was not always enough
Rev-RRE block: disrupts HIV-1 Rev binding to RRE RNA | inhibition, % at 8 µM | P05866 | Rev peptide-RRE RNA binding, FRET | AID 704 | 0.79% of 97,000 active;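 active = inhibition above the screen-wide mean plus 3 SD, cut at about 35% in these data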;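 also: 0% = median DMSO wells and 100% = median Neomycin B control wells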
Target sequence (P05866 whole entry, looked up): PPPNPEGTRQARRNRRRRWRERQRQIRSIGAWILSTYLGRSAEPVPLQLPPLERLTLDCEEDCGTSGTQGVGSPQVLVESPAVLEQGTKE
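Test system: Cy5-tagged RRE RNA duplex with fluorescein-tagged Rev peptide | Read-out: % inhibition of FRET ratio versus controls | Probe or stimulus: Labelled Rev peptide | Incubation: 5 min RNA-compound premix plus 15 min binding step, 25 °C | Technique: FRET fluorescence readout | Benchmarks: DMSO low control, neomycin B high control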
CYP2C19 inh: blocks human cytochrome P450 2C19. P33261. CYP2C19 Supersomes, luciferin-H EGE luminescence, 30 min. inhibition, % at 5 µM. 21% of 96,000 active. AID 778;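 active = CYP2C19 inhibition above a set limit at 5 µM in the primary screen, cut at about 50% in these data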;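 also: plate controls were negative control wells for no effect and 2.5 mM tranylcypromine positive control for full effect; values of inactives mirror those of a sister screen read the other way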
Target sequence (P33261 whole entry, looked up): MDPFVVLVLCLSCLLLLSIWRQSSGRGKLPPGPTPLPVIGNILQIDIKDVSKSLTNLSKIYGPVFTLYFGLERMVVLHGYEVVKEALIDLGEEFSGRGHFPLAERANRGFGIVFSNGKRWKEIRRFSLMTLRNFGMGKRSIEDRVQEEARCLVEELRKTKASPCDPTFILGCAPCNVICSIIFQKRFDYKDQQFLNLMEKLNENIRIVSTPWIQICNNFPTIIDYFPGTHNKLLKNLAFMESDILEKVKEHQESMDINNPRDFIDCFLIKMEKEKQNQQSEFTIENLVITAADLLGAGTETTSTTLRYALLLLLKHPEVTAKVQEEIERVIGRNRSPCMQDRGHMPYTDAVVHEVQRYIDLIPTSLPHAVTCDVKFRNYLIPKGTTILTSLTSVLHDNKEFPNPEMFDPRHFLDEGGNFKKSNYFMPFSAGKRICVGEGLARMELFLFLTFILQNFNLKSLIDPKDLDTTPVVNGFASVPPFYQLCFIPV
CYP2C9 act: activators of human CYP2C9. activation factor at 5 µM. recombinant CYP2C9, luciferin-H conversion, luminescence; active compounds read high; factor 1 = untreated enzyme, 0 = blocked. P11712. 1.4% of 96,000 active. AID 1024;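 active = activation factor of 2 or more for CYP2C9 at a 5 µM dose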;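 also: 0 = sulfaphenazole-blocked wells and 1 = vehicle-only wells; values of inactives mirror those of a sister screen read the other way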
Target sequence (P11712 whole entry, looked up): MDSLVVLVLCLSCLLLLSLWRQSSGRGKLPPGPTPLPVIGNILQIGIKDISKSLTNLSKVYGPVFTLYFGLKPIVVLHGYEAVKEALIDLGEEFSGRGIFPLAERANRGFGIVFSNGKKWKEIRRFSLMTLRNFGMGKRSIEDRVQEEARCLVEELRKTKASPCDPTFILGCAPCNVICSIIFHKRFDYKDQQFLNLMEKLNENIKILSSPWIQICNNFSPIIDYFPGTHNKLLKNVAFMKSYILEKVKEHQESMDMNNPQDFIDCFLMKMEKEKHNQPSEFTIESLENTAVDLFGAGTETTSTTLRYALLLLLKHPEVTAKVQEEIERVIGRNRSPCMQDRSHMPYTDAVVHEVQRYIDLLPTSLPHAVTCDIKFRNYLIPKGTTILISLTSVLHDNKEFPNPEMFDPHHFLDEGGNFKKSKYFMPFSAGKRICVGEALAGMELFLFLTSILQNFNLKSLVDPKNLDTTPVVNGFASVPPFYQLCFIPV
CYP2C9 inhib: inhibitors of human CYP2C9 | P11712 | CYP2C9 Supersomes, luciferin-H conversion, luminescence | inhibition, % at 5 µM | 20% of 96,000 active;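 active = blocking of liver enzyme CYP2C9 beyond about 50% at 5 µM, limit read from the data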; also: values of inactives mirror those of a sister screen read the other way
PLAP activator: activates human placental alkaline phosphatase; AID 696; 1.2% of 96,000 active; activation fold at 20 µM; purified PLAP enzyme, luminescent substrate read-out; active compounds read high; in the data active = activation fold above about 2
PLK1 kinase inh: PLK1 (human) kinase inhibition; inhibition, % at 10 µM; 0.53% of 97,000 active; P53350; recombinant PLK1 kinase, TR-FRET peptide phosphorylation; AID 619;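 active = inhibition of 50% or more in the single-concentration screen; inactive = inhibition below 50%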;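 also: 0% = DMSO max control and 100% = H-89 dihydrochloride min control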
CYP2C19 activ: activators of human cytochrome P450 2C19; recombinant CYP2C19, luciferin-H EGE luminescence; active compounds read high; 0 = fully inhibited enzyme, 1 = untreated enzyme; P33261; 96,000 tested, under 10 active; activation factor at 5 µM;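 active = activation factor of at least 2 at 5 µM in the primary screen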;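 also: 0 = wells with 2.5 mM tranylcypromine and 1 = vehicle-only wells; values of inactives mirror those of a sister screen read the other way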
* = called active by the depositor; . = not tested or not shown; [ ] = dose if it differs, or a comment. Not a hit list (roughly 29% active in at least one column).

Start of the data: the first two entries, ahead of the listing:
SMILES	EphB4 antag	PLK1 PBD inh	Rev-RRE block	CYP2C19 inh	CYP2C9 act	CYP2C9 inhib	PLAP activator	PLK1 kinase inh	CYP2C19 activ
COc1ccc(/C=C2\NC(=S)N(CC3CCCO3)C2=O)c(OC)c1C (stereo unspecified)	-2	-4	-1	34	0.8	15	1.1	-7	0.7
C=CCn1c(=O)/c(=C/c2ccc(Cl)cc2)s/c1=C(/C#N)c1nnc2n1CCCCC2	-3	-4	-2	36	0.2	78*	1.4	-4	0.6

Results (from the top)
SMILES	EphB4 antag	PLK1 PBD inh	Rev-RRE block	CYP2C19 inh	CYP2C9 act	CYP2C9 inhib	PLAP activator	PLK1 kinase inh	CYP2C19 activ
COc1ccc(/C=C2\NC(=S)N(CC3CCCO3)C2=O)c(OC)c1C (stereo unspecified)	-2	-4	-1	34	0.8	15	1.1	-7	0.7
C=CCn1c(=O)/c(=C/c2ccc(Cl)cc2)s/c1=C(/C#N)c1nnc2n1CCCCC2	-3	-4	-2	36	0.2	78*	1.4	-4	0.6
S=C(Nc1ccc(Cl)cc1Cl)Nc1ccccc1Oc1ccccc1	-3	-11	0	-14	1.1	-11	1.2	-11	1.1
O=C(c1ccccc1)c1ccc(OCCCCN2CCCCC2)cc1	1	-25	3	-1	1.3	-29	1.5	-9	1
O=C(C/C(=N/O)c1ccccc1O)C(F)F	1	24	6	2	1.1	-7	1	-14	1
Cc1cc(C=C(C#N)C#N)c(C)n1-c1ccccc1	-4	0	4	43	0.7	30	1	-4	0.6
CCNc1nc2[nH]c(=O)c3c(c2s1)OC(N)=C(C#N)C3c1ccc(C)cc1 (stereo unspecified)	0	-19	86*[fluorescence artefact?]	-2	0.9	13	1	-18	1
Nc1nc(COc2ccccc2)cs1	2	5	2	43	0.9	8	0.8	-9	0.6
CNc1nn(-c2cccc(Cl)c2)nc1N	.	.	.	18	0.8	23	0.8	.	0.8
O=c1[nH]n(-c2ccc(F)cc2)c2ncccc12	2	-15	3	-11	1.2	-23	1.2	-3	1.1
O=C(CC1NC2CCCCC2NC1=O)Nc1ccc2c(c1)OCO2 (stereo unspecified)	-1	-1	7	-20	1.2	-18	1.1	-7	1.2
CCOC(=O)C1CCCN(C(=O)c2ccc3c(=O)n(CCOC)c(=S)[nH]c3c2)C1 (stereo unspecified)	-2	6	3	.	.	.	.	-10	.
CCOC(=O)C1=C(N)Oc2c(c(=O)[nH]c3ccccc23)C1c1ccccc1 (stereo unspecified)	2	-13	6	2	0.3	74*	0.7	-5	1
O=C(NCCc1ccccc1)c1noc2c1CCCCC2	5	6	5	20	0.8	18	0.8	0	0.8
CC(=O)c1cc(F)c(N2CCOCC2)cc1C	-3	18	3	-7	1	0	1.2	-27	1.1
CCOc1cc(CNCc2ccncc2)cc(Br)c1OCc1ccc(F)cc1	-6	-28	3	80*	0.1	91*	1.6	-8	0.2
Cc1cccc(C)c1NC(=O)CS(=O)CC(=O)NCCCc1ccccc1 (stereo unspecified)	6	-21	1	-4	0.8	16	1.1	-6	1
CCOC(=O)c1[nH]c(CSc2nnnn2-c2ccccc2C)c(C(=O)OCC)c1C	.	.	.	36	0.5	54*	1.2	.	0.6
CCc1ccc(-c2cn3nc(C)c(C)nc3n2)cc1	-4	-18	20	.	.	.	.	-14	.
O=C(CN1C(=O)c2cccc3cccc(c23)C1=O)N1CCCCCC1	4	-39	5	-9	1	-4	1	-7	1.1
O=C(COC(=O)c1cccs1)NCC1CCCO1 (stereo unspecified)	9	-15	7	19	1.1	-13	1	-10	0.8
CCc1ccccc1NC1=NCC(=O)N1Cc1ccccc1	0	-24	6	44	0.8	15	1	-7	0.6
Cc1cccc(NC(=O)Cc2ccc(F)cc2)c1	2	0	8	96*	0.4	58*	0.9	-8	0
COc1ccc(C(=O)COC(=O)[C@H](C)Nc2ccc(C(F)(F)F)cc2[N+](=O)[O-])c(OC)c1	2	-5	19	1	0.8	24	0.9	-5	1
COc1cc(OC)cc(C(=O)NNC(=O)NC2CCCCC2)c1	-4	-25	-2	.	.	.	.	-4	.
CC(=O)SCCC(=O)Nc1ccccc1	1	-2	6	48	0.7	31	0.8	-9	0.5
O=C(Nc1cccc2ccccc12)C1CCN(C(=O)NCc2ccccc2)CC1	-6	3	-4	8	0.9	12	1	-6	0.9
CCOc1ccc(OCCN2C(=O)NC3(CCCc4ccccc43)C2=O)cc1 (stereo unspecified)	0	-2	3	18	0.6	45	1	-7	0.8
CCOC(=O)c1c(-c2ccccc2)c(C(C)=O)c(=O)n(C)c1C	.	22	.	3	1	2	0.9	-6	1
CC(C)(C)N(NC(=O)Nc1ccc(Cl)cc1)C(=O)c1ccccc1	4	-3	0	22	0.7	30	1.2	-14	0.8
Cc1oc(C)c(C(=O)O)c1COc1ccc(C(=O)O)cc1	-3	21	0	-10	1.2	-18	1.1	-8	1.1
Cc1cccc(C(=O)Nc2sc(C(=O)N3CCCC3)c(C)c2C#N)c1	-3	-3	-1	2	0.7	34	1.4	-15	1
Cc1cc(C)c(NC(=O)CCCN2CCN(C)CC2)c(C)c1	-4	15	1	-16	1.2	-16	0.9	-5	1.2
COC(=O)c1ccccc1NC(=O)NCc1ccccn1	-3	-24	4	17	0.8	20	1.3	-10	0.8
Cc1nc(SCc2cccc(Oc3ccccc3)c2)n[nH]1	11	14	1	40	0.7	26	1.5	-7	0.6
Cc1ccc(C(=O)Nc2ccccc2C(N)=O)o1	2	7	7	-4	1.1	-10	0.8	-11	1
COc1ccc(C2C(C(=O)OCC3CCCO3)=C(C)NC3=C2C(=O)CC(c2ccco2)C3)cc1O (stereo unspecified)	1	30	5	18	0.7	33	1.1	-6	0.8
O=C(CSc1nc(-c2ccco2)cc(C(F)(F)F)n1)NC1CCCCCCC1	3	-17	5	.	.	.	.	-7	.
Cc1cc(C)nc(NC(=O)c2cccc(Cl)c2)n1	2	-2	6	5	1	2	0.9	-10	0.9
Cc1ccc(-c2nnc(N3CCN(C(=O)CN4C(=O)c5ccccc5C4=O)CC3)c3ccccc23)cc1	9	36	5	.	.	.	.	-4	.
CCn1c(SCC(=O)c2ccc3ccccc3c2)nnc1-c1ccco1	-6	-20	12	19	0.6	40	1	-11	0.8
CCCc1nnc(NC(=O)c2c(O)c3cccc4c3n(c2=O)CCC4)s1	.	.	.	12	0.6	36	1.6	.	0.9
Cc1ccc2c(CN3C(=O)NC4(CCCCC4)C3=O)cc(=O)oc2c1C	.	.	.	32	1.3	-27	1.2	.	0.7
CCOc1cc(CNc2ccc3[nH]c(=O)[nH]c3c2)ccc1OCC(=O)NC(C)(C)C	7	-18	32	7	0.9	10	1.1	5	0.9
CNC(=O)C1CC(=O)N(c2ccc(C)cc2)C1 (stereo unspecified)	-6	-21	2	30	1	2	1	-2	0.7
CCOc1cc(S(=O)(=O)NCc2ccc3c(c2)OCO3)c(C)cc1C	-9	-20	17	86*	0.1	91*	0.9	-9	0.1
CC1(Cc2cn(CCC#N)c3ccccc23)OCCO1	5	13	-1	46	0.8	22	0.8	-6	0.5
COc1ccc(C(c2nnnn2CCc2ccccc2)N2CCN(C3CCCC3)CC2)cc1OC (stereo unspecified)	0	2	5	-8	0.9	12	1.7	-5	1.1
CCc1c(C)nc2ncnn2c1N1CCC(C(=O)NCc2ccc3c(c2)OCO3)CC1	0	3	6	18	0.9	13	1.1	-13	0.8
CC(=Nc1ccccc1)Nc1ccccc1	.	.	.	79*	1.1	-9	1	.	0.2

Entries of single compounds, quoted from the list:
CCOc1cc(S(=O)(=O)NCc2ccc3c(c2)OCO3)c(C)cc1C as listed: EphB4 antag: -9; PLK1 PBD inh: -20; Rev-RRE block: 17; CYP2C19 inh: 86*; CYP2C9 act: 0.1; CYP2C9 inhib: 91*; PLAP activator: 0.9; PLK1 kinase inh: -9; CYP2C19 activ: 0.1
CC(=Nc1ccccc1)Nc1ccccc1 as listed: EphB4 antag: .; PLK1 PBD inh: .; Rev-RRE block: .; CYP2C19 inh: 79*; CYP2C9 act: 1.1; CYP2C9 inhib: -9; PLAP activator: 1; PLK1 kinase inh: .; CYP2C19 activ: 0.2

(cont.)
SMILES	EphB4 antag	PLK1 PBD inh	Rev-RRE block	CYP2C19 inh	CYP2C9 act	CYP2C9 inhib	PLAP activator	PLK1 kinase inh	CYP2C19 activ
COc1ccc(OC)c(NC(=O)CCN2CCCCC2)c1	4	10	7	35	0.9	5	1.5	-10	0.7
Cc1cc2ncn(C(=O)c3c(-c4ccccc4)noc3C)c2cc1C	0	4	12	40	0.4	58*	0.9	-10	0.6
CCOC(=O)N1CCN(Cc2cn3ccccc3n2)CC1	4	-5	7	-14	1.1	-7	1	-12	1.1
CCc1ccc(OCC(=O)NNC(=O)CSc2ncnc3sc(C)c(C)c23)cc1	-8	8	13	8	1.1	-13	1	-17	0.9
Oc1ccc2ccccc2c1/C=N/c1nc2c(s1)CCCC2	6	34	7	-7	0.8	17	1.2	-17	1.1
Cc1ccccc1CN1C(=O)C(O)(CC(=O)c2ccncc2)c2ccccc21 (stereo unspecified)	4	-3	-1	90*	0.6	41	0.9	7	0.1
Nc1c(-c2cccs2)cnn1-c1nc(-c2ccc(F)cc2)cs1	-6	25	5	4	0.9	7	1.1	-6	1
COc1cccc2cc(C(=O)NCc3ccccn3)c(=O)oc12	2	-23	8	.	.	.	.	-9	.
CCc1cccc(NS(=O)(=O)c2c(C)n[nH]c2C)c1	2	4	9	.	.	.	.	-7	.
CCCC(C(=O)Nc1nccs1)c1ccccc1 (stereo unspecified)	5	-14	1	54*	0.5	48	1	-4	0.5
COC(=O)c1ccc(NC(=O)CSc2nccn2CCc2ccccc2)cc1	-7	-19	7	76*	0.5	50*	0.9	-7	0.2
COc1cccc(N2CCN(C(=S)NCc3ccco3)CC2)c1	-8	4	3	53*	0.3	68*	1	-13	0.5
Cc1ccc(C(=O)N2CCN(c3ncnc4c3cnn4-c3ccccc3)CC2)cc1	5	20	9	.	.	.	.	-14	.
COc1ccc(CCNc2oc(Cc3cccc4ccccc34)nc2C#N)cc1OC	2	-1	0	49	0.4	57*	1.2	-9	0.5
CC(=O)c1cc(Cc2csc(C(C)=O)c2)cs1	-8	-26	2	62*	0.6	35	0.8	-12	0.4
CCCOCC1CC2(SC(=Nc3ccc(C)cc3)NC2=O)C(=O)O1 (stereo unspecified)	-4	31	3	4	1.2	-22	1.1	-13	1
O=c1c2cnn(-c3ccccc3)c2ncn1/N=C/c1ccncc1	1	-8	-4	.	.	.	.	-5	.
Cc1cc(C)c(C(=O)CC2(O)C(=O)Nc3ccccc32)cc1C (stereo unspecified)	5	-17	-3	92*	0.7	28	0.8	-6	0.1
Cc1nnc(SCC(=O)N2CCCCC2)n1CC1CCCO1 (stereo unspecified)	7	-7	3	.	.	.	.	-9	.
CC(=O)NC1=NC(=O)C(C)S1 (stereo unspecified)	-7	12	1	-7	1	0	1	-3	1.1
CCOC(=O)c1c(NC(=O)CCl)sc(C(=O)N(CC)CC)c1C	-2	-5	7	56*	0.5	50	1.7	-8	0.4
Cc1nc(CCNS(=O)(=O)c2cccs2)cs1	-3	-10	4	34	1.1	-12	1	-14	0.7
CCN(CC)S(=O)(=O)c1ccc(NC(=O)CN(c2cccc(F)c2)S(C)(=O)=O)cc1	-1	-5	19	77*	0	98*	1.5	-4	0.2
CCOC(=O)CSc1nc2ccccc2c(=O)n1Cc1ccco1	.	.	.	7	0.8	19	1	.	0.9
O=C(CCn1c(=S)[nH]c2cc3c(cc2c1=O)OCO3)N1CCc2ccccc2C1	5	1	7	91*	0.2	79*	1.6	-7	0.1
Cc1ccc(-n2nc3c([n+]2[O-])CCc2c-3no[n+]2[O-])cc1	.	.	.	-22	1.3	-34	1	.	1.2
O=C1COc2ccc(-c3csc(NCC4CCCO4)n3)cc2N1 (stereo unspecified)	.	.	.	35	0.7	27	1.2	.	0.7
